# DAX1 inh-1: NR0B1 (DAX1) inhibition. HEK293 Gal4-DAX1 luciferase reporter, luminescence. inhibition, % at 6.75 µM. hit rate 0.99% among 340,000. AID 504766;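 active = inhibition above the mean over all tested compounds plus 3 SD, cut at about 4.2% in these data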;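 note: 0% = DAX1-transfected cells with DMSO and 100% = empty-vector control cells with DMSO; inhibition shows as a rise in luminescence from relieved DAX1 repression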
# Target sequence (P51843 207-470 limits assumed): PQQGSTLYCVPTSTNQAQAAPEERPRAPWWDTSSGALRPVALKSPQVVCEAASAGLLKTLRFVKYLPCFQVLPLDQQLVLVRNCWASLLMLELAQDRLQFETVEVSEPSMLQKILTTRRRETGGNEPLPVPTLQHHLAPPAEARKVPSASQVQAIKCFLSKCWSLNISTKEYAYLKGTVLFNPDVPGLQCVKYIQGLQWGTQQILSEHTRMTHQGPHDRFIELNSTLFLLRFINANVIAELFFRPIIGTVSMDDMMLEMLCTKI
# ssDAF-12 act: activators of S. stercoralis DAF-12 nuclear receptor; activation, % at 6.8 µM; HEK293 ssDAF-12/GRIP1 lit1-tk-luc reporter, luminescence; % of 3 µM dafachronic acid response; AID 652126; hit rate 1% among 370,000;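 active = activation above the mean over all tested compounds plus 3 SD, cut at about 0.9% in these data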;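 note: 0% = DMSO-only wells and 100% = 3 µM delta7-dafachronic acid wells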
# sPLA2-III inh: Inhibits HGIII-sPLA2 liposome hydrolysis, primary screen | AID 743126 | QFRET BODIPY PC-A2 liposome hydrolysis, fluorescence | hit rate 0.56% among 370,000 | inhibition, % at 12.2 µM;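 active = inhibition above mean plus 3 SD of compounds lying within the high and low control bounds, cut at about 19% in these data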;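 note: 0% = median of test compound wells and 100% = no enzyme DMSO wells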
# Target sequence (Q9NZ20 whole entry, looked up): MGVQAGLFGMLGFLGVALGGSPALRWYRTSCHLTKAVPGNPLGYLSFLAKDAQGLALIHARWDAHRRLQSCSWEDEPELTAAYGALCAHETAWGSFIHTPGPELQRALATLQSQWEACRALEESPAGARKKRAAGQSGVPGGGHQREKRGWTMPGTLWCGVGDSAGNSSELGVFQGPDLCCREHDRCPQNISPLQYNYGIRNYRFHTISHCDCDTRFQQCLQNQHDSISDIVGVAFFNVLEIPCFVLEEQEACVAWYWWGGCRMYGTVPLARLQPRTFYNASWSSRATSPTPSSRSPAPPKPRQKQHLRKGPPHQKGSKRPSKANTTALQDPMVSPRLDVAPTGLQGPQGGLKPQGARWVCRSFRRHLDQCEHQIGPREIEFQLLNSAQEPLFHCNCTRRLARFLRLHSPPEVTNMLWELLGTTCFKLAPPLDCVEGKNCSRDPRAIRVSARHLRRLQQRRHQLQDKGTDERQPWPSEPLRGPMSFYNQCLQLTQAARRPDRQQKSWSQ
# FXN GAA850 act: increases GAA850 frataxin promoter reporter activity; HEK293 lucGAA850 FXN promoter luciferase reporter, 24 h; percent of 10 µM SAHA response; activation, % at 6 µM; hit rate 0.56% among 360,000; AID 540364;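 active = activation above the average of all compounds screened plus 3 SD, cutoff fixed separately per campaign, cut at about 7.5% in these data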;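 note: 0% = DMSO wells and 100% = 10 µM SAHA wells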
# proKLK7 act: activates the human kallikrein-7 zymogen. activation, % at 7 µM. hit rate 0.9% among 370,000. purified proKLK7, EDANS-DABCYL substrate fluorescence; 100% is mature enzyme control, 0% vehicle. P49862;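 active = activation above the mean of all tested compounds plus 3 SD, computed per campaign excluding outliers beyond control limits, cut at about 13% in these data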
# Target sequence (P49862 whole entry, looked up): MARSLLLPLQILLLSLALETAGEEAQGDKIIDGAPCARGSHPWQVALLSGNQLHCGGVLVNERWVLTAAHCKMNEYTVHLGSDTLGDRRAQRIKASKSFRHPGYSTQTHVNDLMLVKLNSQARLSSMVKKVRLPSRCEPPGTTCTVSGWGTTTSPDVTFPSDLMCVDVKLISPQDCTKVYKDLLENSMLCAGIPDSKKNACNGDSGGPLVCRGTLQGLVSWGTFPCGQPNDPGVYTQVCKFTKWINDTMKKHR
# hcDAF12 agonist: activators of H. contortus DAF-12 nuclear receptor. AID 652067. hit rate 1.4% among 370,000. HEK293 hcDAF-12 lit1-tk-luc reporter, luminescence; 0% DMSO, 100% Δ7-dafachronic acid. activation, % at 6.8 µM;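 active = activation above the mean of all tested compounds plus 3 SD, cut at about 5.5% in these data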;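 note: 100% = response to 3 µM Δ7-dafachronic acid high control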
# GC-B act: GC-B (human) receptor activation; P20594; HEK293-GC-B cells, CNP EC30, cGMP TR-FRET; 0% at EC30 CNP, 100% saturating CNP; activation, % at 10 µM; hit rate 0.11% among 370,000;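 active = activation at 10 µM reaching about 35% in either raw or pattern-adjusted values, limit read from the data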
# SMARCA2 activ: increases SMARCA2 function in MMTV reporter cells | MG213 cells, MMTV-luciferase reporter, dexamethasone, overnight | activation, % at 9.1 µM | hit rate 1% among 370,000; in the data active = activation above about 7.8%;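 note: 0% = vehicle wells and 100% = reference activator wells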
# GC-A act: GC-A (human) enzyme activation | activation, % at 10 µM | hit rate 0.14% among 370,000 | P16066 | HEK293 GC-A cells, cGMP TR-FRET, EC30 ANP; 0% at EC30 ANP, 100% saturating ANP | AID 1671463; in the data active = activation above about 40%
# DAX1 inh-2: DAX1 (NR0B1) inhibition, primary screen; inhibition, % at 6.8 µM; AID 652010; hit rate 1.1% among 370,000; HEK293T StAR-luciferase reporter, SF-1/DAX-1 repression relief;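 active = inhibition above the mean over all tested compounds plus 3 SD, cut at about 3.6% in these data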;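 note: 0% = DAX-1 cells with DMSO and 100% = cells lacking DAX-1 with DMSO; higher inhibition means more luminescence from relief of DAX-1 repression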
# hgDAF-12 ag: agonists of H. glycines DAF-12 nuclear receptor; HEK293 GAL4-hgDAF12 UAS-luciferase reporter, agonist luminescence; normalized to butyrate control; AID 687014; hit rate 1.8% among 370,000; activation, % at 6.8 µM;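 active = activation above a cutoff set at the mean of all screened compounds plus 3 SD, cut at about 10% in these data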;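 note: 0% = DMSO wells and 100% = sodium butyrate wells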
# Numbers without * were called inactive; / = not tested or not shown.
SMILES,DAX1 inh-1,ssDAF-12 act,sPLA2-III inh,FXN GAA850 act,proKLK7 act,hcDAF12 agonist,GC-B act,SMARCA2 activ,GC-A act,DAX1 inh-2,hgDAF-12 ag
COC1CCCN(Cc2c(C(=O)N3CCc4ccccc4C3)nc3ccc(Cl)cn23)C1 (stereo unspecified),0.6,-0.9,2,0.5,0.7,1.9,3,-3,3,0.2,-0.8
Cc1c(NC(=O)COC(=O)/C=C/c2ccccc2Br)c(=O)n(-c2ccccc2)n1C,-0.3,-1.7,2,0.6,-0.7,1.5,4,-1,3,0.6,5.8
Cc1ccc(S(=O)(=O)N2[C@@H](c3ccc(Cl)cc3)C(C(=O)O)=CC[C@H]2c2cccc(C)c2)cc1,0.1,-0.7,-3,-0.8,0.9,-0.9,9,1,0,-0.1,1.9
CCOc1ccc(N(C(=O)c2snc(C(N)=O)c2N)C(C)C(=O)NC2CCCCC2)cc1 (stereo unspecified),2.1,-0.1,7,1.8,-73,-2.0,4,-4,1,0.0,-2.4
Cc1cc(C)cc(NC(=O)c2cccc(N3C(=O)C4C5C=CC(C5)C4C3=O)c2)c1 (stereo unspecified),-0.5,-0.8,-9,-0.8,0.5,-2.7,3,-3,3,-1.2,-0.9
CC(=O)Nc1ccc(NC(=O)/C=C/c2cccc(C(F)(F)F)c2)cc1,-1.8,-1.7,-20,0.2,2.8,-2.4,2,1,1,-0.2,2.3
O=S(=O)(NC1=NCCC1)c1cccc(NC(=S)NCCc2ccccc2)c1,0.5,-1.2,-2,0.7,0.2,2.7,5,2,1,-0.4,1.0
CC(C)N(CC(O)COc1ccc(CC(N)=O)cc1)CC(O)COc1ccc(CC(N)=O)cc1 (stereo unspecified),-1.0,-0.9,2,1.2,0.1,-1.3,-3,0,4,0.5,0.5
Cc1noc(C)c1COc1ccccc1C(=O)NCCc1ccc(S(N)(=O)=O)cc1,-0.5,-1.4,-1,1.1,0.2,-0.5,1,1,0,-1.2,-2.0
Nc1c(C=C2C=CC(=O)C=C2)c(=O)nc2sc(CC(=O)N3CCOCC3)nn12,0.6,-0.4,-6,-0.1,-1.7,-1.1,5,0,5,0.3,0.8
Cc1cc(C=O)c(C)n1-c1cc(C(=O)O)cc(C(=O)O)c1,-0.4,-0.8,1,1.9,0.3,-0.2,-1,-4,2,-0.2,3.5
N#CCCN1CCN(CCC#N)c2ccccc21,-0.4,-1.1,-4,-0.8,0.5,-1.4,-12,1,-9,-0.8,1.1
O=C(COC(=O)Cc1ccc(Cl)cc1)Nc1c(F)cccc1F,3.1,-1.5,-6,0.4,0.0,0.6,1,4,0,-0.5,1.7
O=C(NCCCN1CCCCC1)c1ccc2c(c1)NC(=O)C(N1CCCCC1)S2 (stereo unspecified),1.8,-1.6,-1,5.7,-0.3,-1.1,8,0,-5,0.3,1.3
COc1ccc(Sc2nnc(Cc3ccccc3)c3ccccc23)cc1,-0.5,-1.1,1,3.7,0.1,-1.9,1,-5,-2,0.0,1.0
Cc1ccc(-n2c(SCC(=O)N(C)C)nnc2-c2ccco2)cc1,-1.2,-1.3,11,0.3,-0.3,-2.2,5,-2,3,-0.2,-1.0
COc1ccc(N(CC(=O)NCc2ccc(F)cc2)C(=O)c2snc(C(N)=O)c2N)cc1,-0.4,-1.4,-2,-0.7,0.5,-1.1,-7,-1,-7,-0.1,-3.3
COCCn1c(C)cc(C(=O)CSc2nnc(C)s2)c1C,-4.5,-1.4,-8,-5.6,0.1,1.9,3,-4,-2,0.0,2.0
COC(=O)c1c(C(=O)OC)c(-c2ccc(OC)cc2)n2c1CCC2,-0.8,-1.1,-2,1.4,0.8,0.3,3,-2,2,-0.6,-1.7
CC(Oc1ccc2ccc(=O)oc2c1)C(=O)NCC1CCC(C(=O)O)CC1 (stereo unspecified),4.7*,-0.1,8,0.9,1.4,-0.7,-5,0,3,1.2,-2.3
Cc1ccc(N2C(=O)c3ccccc3NC2c2ccccc2O)cc1 (stereo unspecified),-0.1,0.1,-3,1.2,-11,3.2,-10,2,-25,0.2,11*
Cc1c(Cl)cccc1N=C(N)N=C(N)N,-0.4,-1.7,14,0.1,0.1,-1.2,4,-4,-2,-0.1,-0.7
N#Cc1ccc(C(=O)NCC(c2ccco2)N2CCCCC2)cc1 (stereo unspecified),1.5,-0.8,5,1.0,0.2,-0.3,0,1,4,-0.6,-0.1
C/C(O)=C(/C=Nc1ccccc1)C(=O)Nc1ccccc1,-0.2,0.4,1,2.5,-0.5,4.7,-6,-4,-1,0.2,-1.1
Oc1[nH]c2ccccc2c1N=Nc1c(F)c(F)c(F)c(F)c1F,2.6,0.2,-3,1.3,0.8,0.8,-4,-1,-2,0.8,1.3

# Limited to ssDAF-12 act, hcDAF12 agonist and proKLK7 act (2 entries from above):
Structure	ssDAF-12 act	hcDAF12 agonist	proKLK7 act
COc1ccc(N(CC(=O)NCc2ccc(F)cc2)C(=O)c2snc(C(N)=O)c2N)cc1	-1.4	-1.1	0.5
Oc1[nH]c2ccccc2c1N=Nc1c(F)c(F)c(F)c(F)c1F	0.2	0.8	0.8

# 2 records drawn at random from those above:
SMILES,DAX1 inh-1,ssDAF-12 act,sPLA2-III inh,FXN GAA850 act,proKLK7 act,hcDAF12 agonist,GC-B act,SMARCA2 activ,GC-A act,DAX1 inh-2,hgDAF-12 ag
Cc1noc(C)c1COc1ccccc1C(=O)NCCc1ccc(S(N)(=O)=O)cc1,-0.5,-1.4,-1,1.1,0.2,-0.5,1,1,0,-1.2,-2.0
COC(=O)c1c(C(=O)OC)c(-c2ccc(OC)cc2)n2c1CCC2,-0.8,-1.1,-2,1.4,0.8,0.3,3,-2,2,-0.6,-1.7

# The list goes on.
SMILES,DAX1 inh-1,ssDAF-12 act,sPLA2-III inh,FXN GAA850 act,proKLK7 act,hcDAF12 agonist,GC-B act,SMARCA2 activ,GC-A act,DAX1 inh-2,hgDAF-12 ag
C=CCc1cc(Cl)ccc1OC(=O)Nc1cccc(Cl)c1,-0.8,-1.1,17,1.0,-0.3,-0.9,-12,-4,-2,1.5,-2.5
CCN(CC(=O)Nc1ccccc1C(F)(F)F)C(=O)Cn1c(=O)cnc2ccccc21,-0.7,-0.6,6,0.0,-0.1,-0.4,7,-2,0,-0.1,-3.4
CCCCC(C(=O)NC(C)(C)C)N(Cc1ccccc1Cl)C(=O)c1snc(C(N)=O)c1N (stereo unspecified),0.2,-1.0,10,-1.2,-1.2,-2.2,-18,-2,-46,-0.5,0.6
O=C1N[C@@H](Cc2c[nH]c3ccccc23)COC(=O)[C@H](Cc2ccc(F)cc2)C/C=C\C[C@H]1CC(=O)N(CCO)Cc1ccccc1,-0.8,-1.8,-95,-0.2,0.8,-1.7,-2,1,-3,-0.9,-1.2
Cc1n[nH]c(C)c1NC(=O)CN1CCN(S(=O)(=O)c2ccc(C(F)(F)F)cc2)CC1,-0.6,-1.2,4,1.4,-0.5,0.1,2,-2,4,4.6*,-0.9
CCN1CCN(C(c2cc(OC)c(OC)c(OC)c2)c2nnnn2C(C)C)CC1 (stereo unspecified),0.3,-1.1,1,-0.5,-0.4,-0.6,1,1,-1,-1.1,0.3
COC1(OC)N=C(N)C2(C#N)C(c3ccc(C)cc3)C12C#N (stereo unspecified),0.2,-1.1,7,0.7,-0.6,-1.1,2,0,-6,0.1,-1.5
C=CC[C@H](CC(=O)N(CCO)Cc1ccccc1)C(=O)NC[C@H](OC(=O)[C@@H](CC=C)CC(=O)OC(C)(C)C)c1ccccc1,-0.3,-1.3,-18,-5.0,0.8,-2.7,-9,-1,-8,0.1,-1.8
CC(C)c1cc(C(=O)N2CCCC(Nc3ccc(F)cc3)C2)n[nH]1 (stereo unspecified),0.5,-1.6,8,2.5,-0.3,-0.6,-1,-2,2,0.1,-0.2
COC(=O)[C@]12C[C@H](CC(=O)NCCC(C)C)C(=O)N(CCc3ccc(OC)c(OC)c3)C1=C[C@H](C(C)(C)C)O[C@@H]2C,/,-0.7,-6,/,-0.1,-1.0,3,-6,-2,0.7,0.7
O=c1[nH]cnc2c1C1(CCCC1)Cc1ccccc1-2,0.8,-1.1,0,-0.6,0.4,-1.1,-7,0,2,-0.6,2.5
CCOc1ccccc1N1CCN(CC(=O)NC(=O)NCc2ccco2)CC1,0.4,-1.6,1,-0.2,-0.3,-1.2,3,-4,-2,0.2,-1.4
CCOc1ccc(NC(=O)c2ccc(N3CC4CC(C3)c3cccc(=O)n3C4)c(N)c2)cc1 (stereo unspecified),-0.5,-1.3,2,1.2,0.5,-3.0,5,-2,-1,-2.0,-2.8
O=C1C(=O)c2ccccc2C([O-])=C1[n+]1ccccc1,-1.0,-1.7,1,2.0,0.0,1.1,2,1,1,-1.2,-1.4
Cc1cc(C)cc(NS(=O)(=O)c2ccc3[nH]c(=O)[nH]c3c2)c1,-1.1,-1.5,-10,3.0,0.1,-0.9,-4,-1,-4,0.1,-1.4
CC(C)CNC(=O)c1cc(-c2ccco2)on1,0.4,-1.4,3,3.5,-0.5,2.4,2,4,2,0.7,6.6
CN1CCN(C2CN(Cc3ccccc3)S(=O)(=O)C2)CC1 (stereo unspecified),/,-1.8,-2,/,0.7,-1.7,3,0,-1,0.9,0.1
CS(=O)(=O)N1CCN(c2ccc(NC(=O)C(c3ccccc3)c3ccccc3)cc2)CC1,0.1,-1.5,-33,-1.7,0.4,-1.1,1,-3,3,0.0,0.5
COc1ccccc1/C=N\NC(=O)c1c(C)nc2ccc(Cl)cn12,0.5,-0.6,2,-0.3,-0.7,0.5,0,-1,5,-1.2,2.7
C=CCCC(=O)N1C[C@H]2CCN(C)[C@H]2C[C@H]1c1ccccc1,/,-0.4,1,/,0.2,-1.5,-5,-4,1,-1.0,-2.3
Cc1ccc(-n2c(=O)c3sccc3n(CC(=O)NC3CCCCC3)c2=O)cc1,-0.9,-1.6,12,0.8,0.2,0.2,-3,0,-2,0.8,2.2
Cc1oc(C(C)(C)C)cc1-c1cc(NC(=O)c2ccc([N+](=O)[O-])cc2)n[nH]1,0.1,-1.9,-1,-0.4,-0.8,-1.3,57*,3,44*,0.2,4.7
CC(C)(C)c1ccc(C(=O)N2CCC2(C)C(=O)Nc2cccc(C#N)c2)cc1 (stereo unspecified),/,-1.5,4,-2.5,0.1,-0.6,6,-5,1,-2.6,2.9
CN(Cc1cccnc1)C(=O)c1ccc(Cl)c(NS(=O)(=O)c2ccc(F)cc2)c1,-1.3,-1.0,1,3.1,0.0,-0.1,2,-2,0,-0.4,-1.5
COc1ccc(CNC(=O)c2ccc(N3CCC4(CC3)CC(c3ccc(Cl)cc3)=NO4)c([N+](=O)[O-])c2)cc1,-3.6,-1.6,-2,-4.5,0.7,-3.4,2,-1,1,-0.8,-2.9
Cc1cc(NC(=O)CCCSc2nc(-c3ccco3)cc(C(F)(F)F)n2)n(-c2ccccc2)n1,-0.1,-1.2,-15,-3.8,-1.1,-2.1,5,0,-4,0.1,-2.4
CCOC(=O)C1=C(C)Nc2ccc(C)cc2S1,0.4,-0.2,7,-2.4,0.1,3.8,2,-2,0,-0.1,0.5
O=C(COc1ccc2ccccc2c1)N1CCN(C(=O)c2cccnc2)CC1,-0.2,-0.7,1,-1.3,-0.3,-2.0,-1,-3,-2,0.5,-1.8
O=C(NC(=S)NCCCN1CCOCC1)c1ccc(Br)cc1,-0.4,-1.6,7,-0.1,0.2,-0.4,2,5,3,-0.8,1.2

# Screening results: PubChem, several laboratories
